IL-2 act: IL-2 activation | AID 652025 | actives 0.065% (n = 360,000) | IL-2 activation reporter assay, cell-based qHTS; stimulated with anti-CD3/CD4/CD28 beads; in transgenic mouse T cells | activation, % (series mostly up to about 46 µM); in the data active = activation above about 50%; inconclusive = mostly about 30% to 49%; note: 0% is about no effect
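Readout is EGFP and DsRed signal by fluorescent plate cytometry after 18 h at 37 degrees C. Transgenic mouse T cells (750/well) received compound for 60 min before bead stimulation (anti-CD3, anti-CD4, anti-CD28); memory T cells served as non-tolerant control.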
CCT modulator: changes cytosolic chaperonin activity | AID 651819 | actives 0.3% (n = 360,000) | activity change, % (test concentration not listed), hits read low | purified chaperonin ATPase assay, HTRF ADP detection, 30 min; in the data active = activity change below about -30%; note: % is set by controls: 0 for no effect and ±100 for the full control effect
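We incubate TRiC, 40 or 20 nM final, with library compounds at 76 uM and 10 uM ATP for 30 min at 37 °C. ADP formed is detected with Transcreener HTRF reagents after 30 min at room temperature.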
EPAC1 ag: EPAC1 (human) agonism. O95398. EPAC1 agonist qHTS, biochemical assay; response scale: 100% = response to 6.5 mM cAMP. Potency, µM (doses to about 154 µM), inactives show top-dose activation, hits mostly activators. actives 0.073% (n = 360,000). AID 720707; note: potency is the fitted concentration of half-maximal effect; nearly all actives have a fitted effect of over 60% in size
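Compounds were pinned as a concentration titration into mixtures of EPAC1 (100 nM), BODIPY-GDP-loaded Rap1B (250 nM) and GDP (50 uM). After 5 min at room temperature, fluorescence was followed for 30 min; activity was scaled to 6.5 mM cAMP.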
EPAC2 agonist: EPAC2 (human) agonism | AID 720711 | EPAC2 activation, biochemical qHTS; response scale: 100% = 6.5 mM cAMP response | actives 0.079% (n = 360,000) | Potency, µM (series often up to 154 µM), inactives show at the top dose activation, most hits filed as activators | Q8WZA2; note: potency is the fitted concentration of half-maximal effect; nearly all actives have a fitted effect of over 50% in size
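Compounds were added across a concentration range to EPAC2 (100 nM), RAP1B-BODIPY-GDP (250 nM) and GDP (50 uM). After 5 min at room temperature, fluorescence was recorded at 5-min intervals for 30 min.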
EPAC1 antagonist: blocks human EPAC1 exchange factor; O95398; EPAC1 GEF assay, Rap1b-BODIPY-GDP exchange fluorescence; Potency, µM (highest dose often 115 µM), for inactives: at the highest dose activity change, negative = inhibition, hits mostly inhibitors; actives 0.14% (n = 360,000); AID 720709;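 note: potency is the fitted concentration of half-maximal effect; plate controls were vehicle for no effect and positive control for full effect; nearly all actives have a fitted effect of over 50% in size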
PI5P4K alpha inh: inhibitors of human PI5P4K alpha; max response, %; actives 1.2% (n = 330,000); PI5P4Kalpha enzyme, ADP-Glo luminescence, 60 min; hits give low values; AID 652105; active = max response of -50% or lower; inconclusive = between -30% and -50%; inactive = -30% or higher; note: value at the top dose of about 77 µM; % is set by controls: 0 for no effect and ±100 for the full control effect
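Compounds were pin-transferred onto PI5P4Kalpha and substrate in HEPES pH 7.4 buffer with EGTA, CHAPS and 5% DMSO. ATP (5 microM final) started the reaction, which ran 60 minutes at room temperature before ADP-Glo detection.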
WRN inhibitor: blocks human WRN helicase; WRN helicase unwinding, fluorescent forked duplex, kinetic; Potency, µM (series often up to 114 µM), inactives show top-dose activity change, negative = inhibition, actives largely listed as inhibitors; actives 0.46% (n = 360,000); note: potency is the fitted concentration of half-maximal effect; % is set by controls: 0 for no effect and ±100 for the full control effect; nearly all actives have a fitted effect of over 55% in size
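Fluorescence dequenching readout, ex 525 nm/em 598 nm, kinetic mode: forked duplex DNA (100 nM final) with adjacent fluorophore and quencher unwound by WRN (20 nM final) with 2 mM ATP. Compound preincubation 15 min, room temperature.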
PLK1 PBD block: blocks phosphopeptide binding to human PLK1 polo-box domain | P53350 | Plk1 PBD binding of FITC phosphopeptide, fluorescence polarization | Potency, µM, for inactives: max response, negative = inhibition, actives largely listed as inhibitors | actives 2.8% (n = 360,000); note: potency is the fitted concentration of half-maximal effect; series mostly up to about 57 µM; % is set by controls: 0 for no effect and ±100 for the full control effect; nearly all actives have a fitted effect of over 65% in size
Numbers without * were called inactive; ? = inconclusive; / = no result given; [ ] = remark or other dose. Unless noted, calls come from the whole dose curve; as a rule, active = well fitted curve in the direction sought with a large enough effect; inconclusive = small, poorly fitted or top-dose-only effect, or another doubt; inactive = no such curve, though single readings can be large; an effect the other way counts as inactive or inconclusive. A portion of the library; the hit share may differ from the screen's.

Results follow in this order: IL-2 act | CCT modulator | EPAC1 ag | EPAC2 agonist | EPAC1 antagonist | PI5P4K alpha inh | WRN inhibitor | PLK1 PBD block
(1) COC(=O)c1cc(S(=O)(=O)NCc2cccc(OC)c2)cn1C
    -2.3 | 0.2 | 4.0% | 6.4% | -19.8% | 0.6 | -7.4% | -4.2%
(2) Cc1cc(C)c(-n2c(O)c(C=NCCN3CCOCC3)c(=O)[nH]c2=O)c(C)c1
    0.4 | -0.2 | 0.0% | -3.9% | 9.4% | -0.5 | 1.9% | -5.5%
(3) COc1ccc2cc(C3(C)NC(=O)N(CC(=O)NCCC4=CCCCC4)C3=O)ccc2c1 (centres undefined)
    -2.8 | -0.6 | 15.9% | 3.8% | -24.4% | 1.7 | 3.7% | -6.4%
(4) O=c1[nH]c(=O)n2c(c1-c1ccccc1)OC(CBr)C2 (centres undefined)
    -1.0 | 0.2 | -15.2% | 16.7% | 8.2% | -3.9 | 3.8% | -23.4%
(5) CSCC[C@H](NC(=O)Nc1ccc(Oc2ccccc2)cc1)C(=O)O
    -0.6 | -2.3 | 6.7% | 10.2% | 2.5% | -0.8 | 8.1% | -13.4%
(6) O=C1CCCCCN1C(=O)c1ccccc1
    0.1 | -2.0 | -0.4% | 12.0% | 4.0% | -0.4 | 3.3% | -11.3%
(7) CC(=O)c1cccc(NC(=O)COC(=O)COc2ccccc2C)c1
    2.4 | 0.3 | -6.9% | 3.9% | -1.0% | 1.0 | 10.0% | 4.9%
(8) CCC(CC)C(=O)NCCc1cc2ccc(OC)cc2[nH]c1=O
    -3.1 | -1.1 | 10.1% | -0.8% | 5.5% | 6.7 | -29.6% | -9.2%
(9) COc1cc2c(cc1OC)C(c1ccc(-c3cc(Cl)ccc3Cl)o1)=NCC2
    -1.0 | -3.1 | 5.4% | 2.2% | 10.2% | -1.4 | -1.8% | -0.3%
(10) CCc1ccccc1NC(=O)c1cc(-c2ccco2)on1
    2.7 | 0.9 | -0.4% | 2.2% | -13.6% | -23.8 | -20.0% | -2.6%

Another view of some results above:
6. O=C1CCCCCN1C(=O)c1ccccc1
  IL-2 act: 0.1; CCT modulator: -2.0; EPAC1 ag: -0.4%; EPAC2 agonist: 12.0%; EPAC1 antagonist: 4.0%; PI5P4K alpha inh: -0.4; WRN inhibitor: 3.3%; PLK1 PBD block: -11.3%
7. CC(=O)c1cccc(NC(=O)COC(=O)COc2ccccc2C)c1
  IL-2 act: 2.4; CCT modulator: 0.3; EPAC1 ag: -6.9%; EPAC2 agonist: 3.9%; EPAC1 antagonist: -1.0%; PI5P4K alpha inh: 1.0; WRN inhibitor: 10.0%; PLK1 PBD block: 4.9%

(listing goes on)
Results follow in this order: IL-2 act | CCT modulator | EPAC1 ag | EPAC2 agonist | EPAC1 antagonist | PI5P4K alpha inh | WRN inhibitor | PLK1 PBD block
(11) O=S(=O)(Nc1nc2ccccc2nc1NCc1ccco1)c1ccccc1
    -0.1 | -0.2 | -2.6% | 0.0%[15.6 µM] | -9.7% | 4.3 | -10.6% | -28.9%
(12) Cc1ccc(NC2CCCN(C(=O)c3cn(C)c4ccccc34)C2)cc1C (centres undefined)
    -4.7 | -4.1 | 7.6% | -6.2% | 4.5% | 8.7 | -24.5% | -5.7%
(13) COCCCNC(=O)C[C@H]1C[C@H](C(=O)N(C(C)C)C(C)C)[C@@]2(C)c3[nH]c4cc(-c5ccco5)ccc4c3CCN2C1=O
    -0.3 | 1.7 | -8.4% | -3.4% | -0.1% | ? | -8.2% | -12.2%
(14) COC(=O)c1ccc2c(c1)sc(=NC(=O)CCS(=O)(=O)c1ccccc1)n2C
    -4.5 | -3.1 | -2.9% | 2.1% | -4.2% | -7.5 | -5.9% | 1.8%
(15) CCOC(=O)[C@]12CCCC=C1N(Cc1ccc3c(c1)OCO3)C(=O)[C@H](CC(=O)NCc1ccc(OC)c(OC)c1)C2
    -0.4 | -1.1 | 3.8% | -0.2% | 11.3% | -1.6 | 2.4% | 8.7%
(16) Clc1ccc(CN2CCCCCC2)cc1Cl
    -0.4 | 1.5 | -0.3% | 6.5% | -3.6% | 8.2 | -12.0% | -5.9%
(17) O=C1NC[C@@H](c2ccccc2)OC(=O)[C@H](Cc2ccc(F)cc2)C/C=C\C[C@@H]1CC(=O)N(CCO)Cc1ccccc1
    -0.5 | 0.7 | 2.9% | 7.7% | -15.5% | -3.0 | -6.2% | -8.7%
(18) COc1ccc(-c2[nH]ncc2CN(Cc2nccn2C)C(C)C)c(F)c1
    0.5 | 1.3 | 1.2% | 5.9% | 1.0% | 4.7 | -6.8% | -6.4%
(19) COc1cc(C(C)=O)ccc1OCc1cn(CC(=O)c2ccc(O)cc2)nn1
    0.6 | -1.0 | -29.4% | -0.8% | -9.8% | ? | 2.9% | 23.8µM*
(20) Cn1c(=O)n(C)c2cc(C(=O)O)ccc21
    -0.8 | -1.2 | 4.2% | 6.3% | 2.6% | 5.0 | -4.9% | -1.5%
(21) O=C(c1ccc(COc2ccccc2[N+](=O)[O-])o1)N1CCCCCC1
    -0.2 | 1.4 | -1.7% | -7.9% | -8.5% | -3.3 | -7.6% | -0.6%
(22) COC(=O)C(CCSC)NC(=O)c1cccc([N+](=O)[O-])c1 (centres undefined)
    -2.9 | -1.9 | 16.0% | 6.6% | -13.2% | / | 1.9% | -9.7%
(23) O=C1CCCC2=C1C1(CCCC1)N=C(Nc1nc3cc(-c4ccccc4)ccc3o1)N2
    -1.0 | / | -6.3% | -2.2% | 1.6% | / | / | /
(24) COc1cc(C=C2C(=O)C=CC2=O)ccc1O
    -0.7 | -1.0 | -3.1% | -2.1% | ? | -103.6* | 10µM* | 5.32µM*
(25) Cc1cccc(NC(=O)COC(=O)CN2CCCCCC2=O)c1C
    0.4 | -1.9 | -0.9% | 4.8% | -13.0% | 5.6 | -16.2% | -13.6%

PI5P4K alpha inh, hit marks shown above
cpd	SMILES	CCT modulator	EPAC1 ag	EPAC2 agonist	EPAC1 antagonist	PI5P4K alpha inh	WRN inhibitor	PLK1 PBD block
24	COc1cc(C=C2C(=O)C=CC2=O)ccc1O	-1.0	-3.1%	-2.1%	?	-103.6*	10µM*	5.32µM*

An excerpt from above in order of their number in PLK1 PBD block, highest first.
| No. | molecule | PLK1 PBD block |
| --- | --- | --- |
| 8 | CCC(CC)C(=O)NCCc1cc2ccc(OC)cc2[nH]c1=O | -9.2% |
| 6 | O=C1CCCCCN1C(=O)c1ccccc1 | -11.3% |
| 4 | O=c1[nH]c(=O)n2c(c1-c1ccccc1)OC(CBr)C2 (centres undefined) | -23.4% |

Screening results deposited in PubChem BioAssay by National Center for Advancing Translational Sciences (NCATS).
